PostGolgi ctrl – growth inhibition of yeast control strain, primary screen, counter-screen for post-Golgi transport modulator project | efflux-deficient yeast background strain, growth absorbance A615, 16 h | inhibition, % at 10 µM | 5% of 98,000 active | AID 738, 2007
Fibroblast inh – antiproliferative effect on LL 47 fibroblasts – human, LL 47 cells, CellTiter-Glo luminescence, primary screen; AID 719, 2007; LL 47 human lung fibroblast viability, ATP luminescence; stronger effect = lower value; 1.1% of 85,000 active; viability, % at 10 µM;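 active = viability at or below 50% in the single dose screen; inactive = viability above 50%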;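 also: compound exposure lasted 72 h before the ATP readout; 100% = median luminescence of untreated cell-only wells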
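Material: human lung fibroblast line LL 47, low passage; Evaluation: viability percentage against median untreated-cell control; Buffer or medium: 15% FBS in IMEM; Incubation: 72 h compound exposure at 37 °C after overnight plating; Dosing: 0.1% DMSO in all compound wells; Measured by: CellTiter-Glo luminescence.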
S1P2 ag – S1P2 receptor agonists, primary screen, cell-based. Sphingosine 1-phosphate receptor 2 (Homo sapiens), O95136. AID 729, 2007. activation, % at 4.5 µM. S1P2-expressing cell line, agonist reporter read-out. 0.46% of 97,000 active; in the data active = activation above about 16%;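 also: 0% = vehicle low control and 100% = maximal reference agonist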
Target sequence (O95136 whole entry, looked up): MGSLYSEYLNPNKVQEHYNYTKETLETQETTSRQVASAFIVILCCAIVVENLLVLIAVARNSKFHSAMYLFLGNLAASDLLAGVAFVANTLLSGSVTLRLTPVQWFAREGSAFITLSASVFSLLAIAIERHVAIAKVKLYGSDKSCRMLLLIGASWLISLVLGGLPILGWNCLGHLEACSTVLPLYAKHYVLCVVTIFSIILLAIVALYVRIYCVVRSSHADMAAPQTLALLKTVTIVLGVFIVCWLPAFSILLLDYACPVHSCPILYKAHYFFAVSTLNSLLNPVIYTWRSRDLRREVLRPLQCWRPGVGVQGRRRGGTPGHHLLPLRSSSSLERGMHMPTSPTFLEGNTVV
HUVEC prolif 384 – inhibitors of HUVEC proliferation, primary screen, cell-based, 384-well; CellTiter-Glo luminescence, 72 h; stronger effect = lower value; viability, % at 10 µM (by protocol); 1.1% of 86,000 active; AID 648, 2007;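 active = viability at or below 30%; inactive = viability above 30%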;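 also: 100% = median luminescence of DMSO-only cell control wells on each plate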
DAT uptake mod – changed hDAT dopamine uptake under cocaine IC80, either direction, primary screen, cocaine antagonist project, cell-based, LLC-PK1 hDAT, [14C]-dopamine uptake, MLSMR; LLC-PK1 hDAT cells, [14C]-dopamine uptake with cocaine IC80; actives deviate in either direction; B-score at 10 µM; AID 449768, 2010; 1.3% of 110,000 active;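 active = Z score or B-score, a plate-position-corrected score, falls beyond the plate's 99.7% confidence bounds, in either direction; inactive = both scores lie inside the 99.7% bounds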;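 also: scored against the spread of the other compound wells on the same plate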
Target sequence (Q01959 whole entry, looked up): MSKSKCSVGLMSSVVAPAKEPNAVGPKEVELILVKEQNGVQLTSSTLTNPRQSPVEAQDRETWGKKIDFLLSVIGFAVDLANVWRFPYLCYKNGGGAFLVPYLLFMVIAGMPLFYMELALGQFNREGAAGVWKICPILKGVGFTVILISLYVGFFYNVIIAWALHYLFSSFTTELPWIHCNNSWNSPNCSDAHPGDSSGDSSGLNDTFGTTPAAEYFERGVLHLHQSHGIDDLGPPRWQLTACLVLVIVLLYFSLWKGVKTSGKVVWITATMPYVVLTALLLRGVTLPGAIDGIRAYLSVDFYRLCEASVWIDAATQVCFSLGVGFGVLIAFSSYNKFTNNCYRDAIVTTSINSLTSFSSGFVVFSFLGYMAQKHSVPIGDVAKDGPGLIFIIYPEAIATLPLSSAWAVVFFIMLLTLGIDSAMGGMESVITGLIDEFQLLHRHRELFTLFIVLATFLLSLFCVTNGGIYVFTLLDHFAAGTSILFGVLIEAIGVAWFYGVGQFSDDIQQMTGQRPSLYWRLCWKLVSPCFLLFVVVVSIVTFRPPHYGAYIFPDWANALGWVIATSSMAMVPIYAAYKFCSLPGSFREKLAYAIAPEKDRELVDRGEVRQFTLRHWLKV
Ecoli WT expand – growth inhibitors of wild-type E. coli, primary screen, strain BW25113, expanded library, OD600. OD600 absorbance. growth inhibition, % at 100 µM. 0.15% of 98,000 active. AID 710, 2007;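 active = growth inhibition above about 50% at one test dose, limit read from the data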;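 also: growth measured after 20 h incubation at 37 °C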
H69AR growth 86K – proliferation blockers of H69AR lung cancer cells, primary screen, cell-based, human, 86K library; H69AR lung tumor viability, ATP luminescence, 72 h; stronger effect = lower value; viability, % at 10 µM; 6% of 85,000 active;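 active = viability at or below 40%; inactive = viability above 40%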;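 also: multidrug resistant small cell line overexpressing MRP-1 efflux transporter; 100% = mean luminescence of untreated control wells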
S1P2 blocker – human S1P2 receptor antagonists, primary screen, cell-based; 0.21% of 97,000 active; Sphingosine 1-phosphate receptor 2 (Homo sapiens), O95136; inhibition, % at 5 µM; cell-based S1P2 antagonist assay, inhibition at 5 uM; in the data active = inhibition above about 45%;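 also: CRE beta-lactamase reporter cells expressing human S1P2 stimulated with S1P; 0% = agonist at EC80 alone and 100% = agonist plus reference antagonist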
PostGolgi yeast – phenotypic screen on post-Golgi transport, primary screen. 0.9% of 98,000 active. inhibition, % at 10 µM. post-Golgi transport phenotypic cell assay;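 also: yeast cells grown in 1536-well plates; yeast grown about 18 h at 30C before absorbance read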
The depositor's hits bear a star; · = no result given. Rule as the data show it, unless noted: active = inhibition above about 30%; inactive = the rest.

[1] O=C(Nc1cccc(NC(=O)c2ccco2)c1)c1ccc2c(c1)OCO2
[2] CCC(Sc1nncn1C)C(=O)Nc1ccccc1OC (configuration not stated)
[3] Cc1cc(NC(=O)COc2ccc(Cl)cc2Cl)n(CCC#N)n1
[4] Cc1cc(NCc2ccco2)n2c(nc3ccccc32)c1C#N
[5] COc1ccccc1Nc1ncnc2ccc(C)cc12
[6] NC(=O)c1cnn2c(C(F)(F)F)cc(-c3ccc(F)cc3)nc12
[7] Cc1c(NC(=O)CSc2nnc(C(C)Oc3ccc(Cl)cc3)n2-c2ccccc2)c(=O)n(-c2ccccc2)n1C (configuration not stated)
[8] CCc1nc2sc(C#N)c(N)c2c2c1CCCC2
Compound	1	2	3	4	5	6	7	8
PostGolgi ctrl	5	4	6	0	23	2	32*	·
Fibroblast inh	106	104	100	·	103	90	·	101
S1P2 ag	-4	-5	-2	0	2	-1	-5	1
HUVEC prolif 384	90	102	103	·	80	91	·	100
DAT uptake mod	0.062	0.36	-0.82	1.4	-0.22	-0.14	0.9	0.097
Ecoli WT expand	8	-1	7	-2	-7	6	8	·
H69AR growth 86K	77	98	93	·	85	58	·	84
S1P2 blocker	-16	-12	3	-28	-21	-8	15	-30
PostGolgi yeast	2	1	3	-29	2	6	3	·

[9] Cn1c(C(=O)N2CCCC(C(=O)O)C2)cc2sccc21 (configuration not stated)
[10] CCn1c(COc2ccc(C)cc2)nnc1SCc1ccc(C#N)cc1
[11] Cc1ccc(C(=O)CSc2nnc(-c3c[nH]c4ccccc34)o2)cc1
[12] CN(C)CCOC(=O)C1(c2ccccc2)CCCC1
[13] COc1ccc(-c2nc(-c3ccc(NC(=O)c4ccncc4)cc3)no2)cc1OC
[14] CCOC(=O)c1ccc(S(=O)(=O)N2CCN(CC(=O)NC(=O)NC(C)(C)C)CC2)cc1
[15] CCOc1cc(N2CCOCC2)c(OCC)cc1NC(=O)CN1C(=O)NC2(CCc3ccccc32)C1=O (configuration not stated)
[16] C=CCOc1c2ccc(C(=O)NCc3ccc(OC)cc3)cc2nn1C
Compound	9	10	11	12	13	14	15	16
PostGolgi ctrl	3	6	-3	20	16	0	4	-3
Fibroblast inh	100	108	·	100	·	·	·	·
S1P2 ag	-9	-7	-7	-2	-7	-3	5	-5
HUVEC prolif 384	92	116	·	95	·	·	·	·
DAT uptake mod	-0.036	3*	-0.43	-0.52	-0.36	0.074	0.1	-0.28
Ecoli WT expand	-7	8	1	6	-6	-3	9	5
H69AR growth 86K	92	108	·	95	·	·	·	·
S1P2 blocker	13	-5	7	-14	44	1	-27	8
PostGolgi yeast	-4	-8	-12	-6	-11	0	0	2

[17] COc1cc(S(=O)(=O)N2CCCC3(CCCCC3)C2)ccc1-n1cnnn1
[18] Cc1ccc(-n2c(-c3ccco3)nc3c(cnn3-c3ccccc3C)c2=O)cc1
[19] C=CCN(CC=C)C(=O)c1ccncc1
[20] CCOc1ccc2nc(NC(=O)CSc3nnc(-c4ccncc4)n3CC3CCCO3)sc2c1 (configuration not stated)
[21] CCOC(=O)N1CCC(N2C(=O)c3ccc(C(=O)Nc4ccc(F)cc4F)cc3C2=O)CC1
[22] O=C(NC1CC1)c1scc2c1OCCO2
[23] O=C(CSc1nnc(-c2ccc(O)cc2)o1)Nc1ccc2c(c1)OCCO2
[24] Cc1ccc(-n2c(-c3ccncc3)nnc2-c2ccco2)cc1
Compound	17	18	19	20	21	22	23	24
PostGolgi ctrl	16	19	5	·	5	-2	3	-9
Fibroblast inh	·	83	95	97	90	94	·	92
S1P2 ag	-5	-1	-5	·	·	-3	-6	0
HUVEC prolif 384	·	97	95	88	87	97	·	83
DAT uptake mod	0.46	-0.99	-0.097	0.02	-0.25	-0.32	-0.57	-0.016
Ecoli WT expand	-10	3	3	·	2	-4	-1	-8
H69AR growth 86K	·	76	88	41	51	97	·	81
S1P2 blocker	6	-9	-9	·	·	-5	-7	-11
PostGolgi yeast	7	0	2	·	-16	1	-5	17

[25] CC(=O)Nc1cccc(NC(=O)CCn2cnc3cc(C)c(C)cc32)c1
[26] Cn1c(=O)cc(N2CCc3ccccc32)[nH]c1=O
[27] Cc1ccnc(N2C(=O)c3ccccc3C2Nc2cccc(C)c2C)c1 (configuration not stated)
[28] O=C(NC12CC3CC(CC(C3)C1)C2)C1CCCN1C(=O)NC1CCCCC1 (configuration not stated)
[29] CCc1nc(N2CCOCC2)c(C#N)c2c1COC(C)(C)C2
[30] CC(Oc1ccc(Cl)cc1Cl)C(=O)OCn1nnc2ccccc2c1=O (configuration not stated)
[31] CCOC(=O)c1c(C)[nH]c(C)c1C(=O)CSc1nnnn1-c1ccccc1
[32] CC(C)CN(C(=O)COC(=O)Cc1n[nH]c(=O)c2ccccc12)C1CCS(=O)(=O)C1 (configuration not stated)
Compound	25	26	27	28	29	30	31	32
PostGolgi ctrl	-6	7	11	2	2	2	8	2
Fibroblast inh	107	101	106	100	95	109	94	98
S1P2 ag	-6	-7	·	-3	-6	-1	-3	-7
HUVEC prolif 384	95	99	100	105	108	95	84	79
DAT uptake mod	-2.2	0.2	-0.48	0.65	0.67	0.041	-1.1	0.37
Ecoli WT expand	1	-3	2	2	8	-2	-6	-6
H69AR growth 86K	77	101	88	97	75	101	78	75
S1P2 blocker	-5	-3	·	15	11	-20	-17	11
PostGolgi yeast	-8	1	6	-8	4	-1	10	2

[33] CCc1nnc(NC(=O)c2cccs2)s1
[34] COc1ccc(CC(=O)NCc2nnc(SCC(=O)N3CCN(c4ccccc4)CC3)n2C)cc1
[35] CCCC(=O)Nc1cc(C)c(NC(=O)c2ccncc2)cn1
[36] O=C(NCCCn1ccnc1)Nc1cccc(Cl)c1
[37] O=C1c2ccc3c4c(ccc(c24)C(=O)N1NC(=O)C(F)(F)F)CC3
[38] O=C(Nc1cc(C(F)(F)F)ccc1-n1cncn1)c1ccc(-c2ccccc2)cc1
[39] CC(C)Cc1cc(C(=O)Nc2cccnc2)no1
[40] C=CCOC(=O)C1=C(C)Nc2nnnn2C1c1cc(OC)ccc1OC (configuration not stated)
Compound	33	34	35	36	37	38	39	40
PostGolgi ctrl	15	·	30	36*	4	13	3	-3
Fibroblast inh	104	98	93	105	·	102	105	92
S1P2 ag	-1	-2	-3	-9	0	-4	-5	·
HUVEC prolif 384	104	90	102	94	·	107	124	98
DAT uptake mod	-1.2	·	0.14	0.069	-0.32	·	-0.74	-0.12
Ecoli WT expand	-6	·	-2	14	4	-19	14	1
H69AR growth 86K	104	82	94	66	·	72	91	85
S1P2 blocker	-8	14	5	-1	-9	2	21	·
PostGolgi yeast	10	·	2	7	18	76*	0	8

Structures shown so far containing two or more sulfur atoms, in the order listed:
[20] CCOc1ccc2nc(NC(=O)CSc3nnc(-c4ccncc4)n3CC3CCCO3)sc2c1 (configuration not stated)
[33] CCc1nnc(NC(=O)c2cccs2)s1
Compound	20	33
PostGolgi ctrl	·	15
Fibroblast inh	97	104
S1P2 ag	·	-1
HUVEC prolif 384	88	104
DAT uptake mod	0.02	-1.2
Ecoli WT expand	·	-6
H69AR growth 86K	41	104
S1P2 blocker	·	-8
PostGolgi yeast	·	10

(list continues)
[41] O=C(Nc1ccc(NC(=O)C2CCCCC2)nc1)c1ccco1
[42] CC(=O)C1=C(O)CCC1=NCCc1ccccc1
[43] CN(Cc1ccccc1)Cc1ccccc1F
[44] CC1CCc2nc(NC(=O)CN3CCN(c4ccc(F)cc4)CC3)sc2C1 (configuration not stated)
[45] O=C1CN(C(=O)c2ccc(Br)o2)C(c2ccc(F)cc2)c2cc(Cl)ccc2N1 (configuration not stated)
[46] Cc1cccc(C(=O)Nc2cccc(C(=O)N3CCOCC3)c2)c1
[47] CCN(CC)CCNC(=O)CS(=O)Cc1nc(-c2ccc(C)cc2)oc1C (configuration not stated)
[48] Nc1cc(N)nc(SCC(=O)Nc2ccc(Br)cc2Cl)n1
Compound	41	42	43	44	45	46	47	48
PostGolgi ctrl	4	-5	1	19	31*	6	-1	·
Fibroblast inh	105	111	93	99	87	100	103	95
S1P2 ag	-5	-2	-10	-1	-4	-2	-4	·
HUVEC prolif 384	89	101	95	102	62	89	90	102
DAT uptake mod	0.19	0.79	0.25	2.5	-0.66	0.51	-1	0.36
Ecoli WT expand	2	-5	3	-3	-18	-5	-8	·
H69AR growth 86K	80	110	98	88	72	89	93	102
S1P2 blocker	-5	0	16	-12	1	-43	21	·
PostGolgi yeast	4	-4	-3	-8	0	0	-2	·

Of the compounds above, two contain bromine.
[45] O=C1CN(C(=O)c2ccc(Br)o2)C(c2ccc(F)cc2)c2cc(Cl)ccc2N1 (configuration not stated)
[48] Nc1cc(N)nc(SCC(=O)Nc2ccc(Br)cc2Cl)n1
Compound	45	48
PostGolgi ctrl	31*	·
Fibroblast inh	87	95
S1P2 ag	-4	·
HUVEC prolif 384	62	102
DAT uptake mod	-0.66	0.36
Ecoli WT expand	-18	·
H69AR growth 86K	72	102
S1P2 blocker	1	·
PostGolgi yeast	0	·

Later entries:
[49] Cc1nn(C(C)C(=O)Nc2sc3c(c2C#N)CCCC3)c(C)c1[N+](=O)[O-] (configuration not stated)
[50] CSc1cc(-c2ccc(Cl)cc2)c(C(=O)NN)s1
[51] Cn1cc(/C=N/n2cnc3scc(-c4ccc(Cl)cc4)c3c2=O)c2ccccc21
[52] COc1ccc(CN(CC2CCCO2)C(=O)CN2C(=O)COc3ccccc32)cc1OC (configuration not stated)
[53] N=c1c(C(=O)NCc2ccc(F)cc2)cc2c(=O)n3ccccc3nc2n1Cc1cccnc1
[54] CCOc1ccc(N(CC)S(=O)(=O)c2ccc3c(c2)n(C)c(=O)c(=O)n3C)cc1
[55] CC1CCc2c(sc(NC(=O)C(=O)NCc3ccco3)c2C#N)C1 (configuration not stated)
[56] Cc1noc(NS(=O)(=O)c2ccc(N/C=C/C(=O)c3ccccc3)cc2)c1C
Compound	49	50	51	52	53	54	55	56
PostGolgi ctrl	12	2	9	·	-5	-3	19	8
Fibroblast inh	·	·	·	110	99	94	103	115
S1P2 ag	-4	-3	3	-5	21*	-3	-4	-7
HUVEC prolif 384	·	·	·	95	89	108	96	108
DAT uptake mod	1.3	3.2*	-0.89	-0.8	0.47	-0.27	0.087	1.7
Ecoli WT expand	-3	5	-5	·	-15	-10	5	17
H69AR growth 86K	·	·	·	75	89	76	98	76
S1P2 blocker	-8	1	3	-10	-27	-5	1	2
PostGolgi yeast	0	18	-1	·	-2	-2	-10	-4

[57] C/C(=C1/SC(N2CCOCC2)=NC1=O)c1ccc(Cl)cc1
[58] O=C(N1CCOCC1)N1CCN(c2ccc(F)cc2)CC1
[59] Cn1nnnc1SCC(=O)N1c2ccccc2Sc2ccc(Cl)cc21
[60] O=C1C2C3C=CC(C3)C2C(=O)N1c1cccc2cccnc12 (configuration not stated)
[61] COc1ccc(/C=N/Nc2nc3ccccc3o2)cc1OC
[62] CCC(=O)Nc1cc(C(=O)OCC(=O)c2ccc(Cl)cc2Cl)ccc1C
[63] Nc1nc(SCC(=O)NCc2ccccc2)n[nH]1
[64] CCOC(=O)N1CCN(C2CC(=O)N(c3ccc(C)cc3)C2=O)CC1 (configuration not stated)
Compound	57	58	59	60	61	62	63	64
PostGolgi ctrl	0	6	2	7	9	10	2	1
Fibroblast inh	96	105	105	109	116	·	104	102
S1P2 ag	-8	0	-8	-2	1	-7	-5	-4
HUVEC prolif 384	87	100	109	95	97	·	89	99
DAT uptake mod	0.34	-0.64	-0.42	0.13	-0.16	0.018	-0.11	0.16
Ecoli WT expand	-10	-3	-7	-8	-5	-4	6	-5
H69AR growth 86K	96	99	95	104	83	·	104	96
S1P2 blocker	-12	11	-4	-2	12	25	1	-8
PostGolgi yeast	-4	4	5	-3	-4	-6	-3	-9

From PubChem BioAssay

Compounds were not picked by outcome; 11% or so of the library scored in one or more.
